# Compound activity as filed in PubChem.
# ATXN2 expr inh = Primary qHTS for Inhibitors of ATXN expression; Potency, µM (series often up to 57 µM), inactives show at the top dose activity change, negative = inhibition, actives largely listed as inhibitors; 0.72% of 360,000 active; HEK-293 ATXN2-luciferase reporter, luminescence, 24 h; note: potency is the fitted concentration of half-maximal effect; % is set by controls: 0 for no effect and ±100 for the full control effect; nearly all actives have a fitted effect of over 55% in size
#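 qHTS (up to 57 uM final) was run with 24 h compound exposure of reporter cells at 37 °C. Each well was multiplexed: SteadyGlo luminescence measured ATXN2-luciferase expression after a fluorogenic Gly-Phe-AFC viability readout (25 uM final).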
# HT1080NT lethal = qHTS for induction of synthetic lethality in tumor cells producing 2HG: qHTS for the HT-1080-NT fibrosarcoma cell line | HT-1080-NT fibrosarcoma viability, CellTiter-Glo ATP luminescence, 48 h | Potency, µM (top dose mostly 46.1 µM), for inactives: top-dose activity, negative = less viability, usual class: cytotoxic | 1.6% of 360,000 active | AID 686970, 2013;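 note: NT is the 2HG producing partner of a matched IDH1 knockdown line; potency is the fitted concentration of half-maximal effect; 0% = DMSO-treated cells and -100% = media-only wells without cells; nearly all actives have a fitted effect of over 55% in size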
#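 Viability by CellTiter-Glo luminescence after 48 h compound exposure at 37C of HT-1080-NT cells (750/well, RPMI, 5% FBS). % activity scaled between DMSO wells and medium-only wells, then curve-fitted and categorized by curve class.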
# IL-1B inflam inh = qHTS for Inhibitors of Inflammasome Signaling: IL-1-beta AlphaLISA Primary Screen. THP-1 LPS/ATP IL-1B secretion, AlphaLISA, 16 h; hits give low values. 4.7% of 360,000 active. AID 743279, 2014. activity change, % at 57.5 µM; in the data active = activity change below about -50%; inconclusive = mostly about -30% to -49%; note: % is set by controls: 0 for no effect and ±100 for the full control effect
#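 Secreted IL-1B measured by AlphaLISA bead assay after 16 h compound exposure of THP-1 cells; compounds (final up to 57.5 uM) added 1 h before LPS (250 ng/mL) and ATP (1.25 mM) stimulation; lower signal means less secretion.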
# KB-V1 cytotox = qHTS assay for MDR1-selective chemotherapeutics: Primary screen using the drug-selected MDR subline cells KB-V1 | Potency, µM (top dose mostly 46.1 µM), for inactives: at the top dose activity change, negative = cytotoxicity, actives largely listed as cytotoxic | 3.4% of 400,000 active | KB-V1 MDR cells viability, CellTiter-Glo, 72 h; note: potency is the fitted concentration of half-maximal effect; % is set by controls: 0 for no effect and ±100 for the full control effect; nearly all actives have a fitted effect of over 60% in size
#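 Drug-selected KB-V1 cells, grown in DMEM lacking phenol red with 10% FBS, receive compound titrations; after three days at 37 degrees C, surviving cell ATP is quantified by CellTiter-Glo luminescence and responses normalized and curve-fitted.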
# MCF10A rerep = A quantitative high throughput screen for small molecules that induce DNA re-replication in MCF 10a normal breast cells | 2.9% of 350,000 active | AID 624296, 2012 | MCF 10A DNA re-replication, Hoechst nuclear intensity, 48 h | Potency, µM (series often up to 46.1 µM), for the others: top-dose activity, positive = re-replication, usual class: activators; note: potency is the fitted concentration of half-maximal effect; % of control where 0% means no effect; nearly all actives have a fitted effect of over 50% in size
# SW480 rerep = A quantitative high throughput screen for small molecules that induce DNA re-replication in SW480 colon adenocarcinoma cells; 1.8% of 340,000 active; Potency, µM (top dose mostly 46.1 µM), for inactives: at the top dose re-replication activation, most hits filed as activators; SW480 DNA re-replication, Hoechst DNA content imaging, 48 h; AID 624297, 2012; note: potency is the fitted concentration of half-maximal effect; % of control where 0% means no effect; nearly all actives have a fitted effect of over 55% in size
#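 SW480 cells exposed to compounds for 48 hr at 37 C, 5% CO2, then Hoechst-stained 40 min. Nuclear DNA content imaged by fluorescence scanning (405 nm excitation, 500-530 nm emission); re-replication scored as increased high-intensity nuclei.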
# ATXN viability = Viability Counterscreen for Primary qHTS for Inhibitors of ATXN expression; S2 cells (HEK-293 line with an ATXN2-luciferase reporter) viability, CellTiter-Fluor protease fluorescence, 24 h; Potency, µM (top dose mostly 56.7 µM), actives largely listed as cytotoxic; 0.49% of 400,000 active; AID 651635, 2014; note: potency is the fitted concentration of half-maximal effect; nearly all actives have a fitted effect of over 40% in size
# KB-3-1 tox = qHTS assay for MDR1-selective chemotherapeutics: Primary screen using the parental adenocarcinoma cell KB-3-1; KB-3-1 viability, CellTiter-Glo ATP luminescence, 72 h; Potency, µM (titrated, usually from 46.1 µM), without a hit: top-dose activity change, negative = cytotoxic, hits mostly cytotoxic; 1.4% of 400,000 active; AID 1347075, 2019; note: potency is the fitted concentration of half-maximal effect; % is set by controls: 0 for no effect and ±100 for the full control effect; nearly all actives have a fitted effect of over 60% in size
#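 Using CellTiter-Glo luminescence, growth of non-resistant KB-3-1 adenocarcinoma cells is assessed 72 h after pin-tool compound addition at 37 °C. Normalized responses across the concentration series yield fitted curves.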
# HT1080 IDH1KD tx = qHTS for induction of synthetic lethality in tumor cells producing 2HG: qHTS for the HT-1080-IDH1KD cell line; HT-1080 IDH1 knockdown viability, ATP luminescence, 48 h; 2% of 360,000 active; AID 686971, 2013; Potency, µM (doses to about 46.1 µM), inactives show top-dose activity, negative = toxicity, most hits filed as cytotoxic;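 note: potency is the fitted concentration of half-maximal effect; 0% = DMSO wells and -100% = cell-free medium wells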
#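 % activity derives from luminescence (CellTiter-Glo), normalised to DMSO and no-cell wells. HT-1080-IDH1KD cells, 750/well, had 48 h compound exposure at 37 °C.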
# Starred values were filed as active, the others as inactive; i = inactive; ? = inconclusive; . = not tested or not shown; [ ] = dose if it differs, or a comment. Unless noted, calls come from the whole dose curve; as a rule, active = well fitted curve in the direction sought with a large enough effect; inconclusive = small, poorly fitted or top-dose-only effect, or another doubt; inactive = no such curve, though single readings can be large; an effect the other way counts as inactive or inconclusive.
# The line under a structure holds: SW480 rerep, ATXN2 expr inh, HT1080NT lethal, KB-V1 cytotox, HT1080 IDH1KD tx, MCF10A rerep, IL-1B inflam inh, ATXN viability, KB-3-1 tox
> COc1ccccc1CCC(=O)Nc1ccc2c(c1)c(=O)n(C)n2Cc1cccc(C(F)(F)F)c1
  ., -30.7%, -12.0%, ?, -8.8%, ., -11.7, ?, ?
> O=C(Cn1ncc2c3ccccc3n(Cc3ccccc3F)c2c1=O)N1CCN(c2ccccn2)CC1
  0.4%, -6.6%, -5.7%, 8.6%, -14.2%, 7.4%, 0.0, i, -16.8%
> COc1ccccc1C(O)(C(=O)NN(C(=O)c1ccccc1)c1ccccc1C)c1cccs1 (stereo not drawn)
  11.0%, 6.4%, -5.7%, 0.0%, -0.3%, 14.1%, 1.5, i, -17.3%
> CCn1nc(NS(=O)(=O)c2ccc(NC(C)=O)cc2)c2cc3ccc(C)cc3nc21
  -0.6%, 3.2%, 0.7%, ?, -0.5%, 6.4%, 111.9, i, -0.5%
> Cn1nnnc1SCC(=O)Nc1ccc(Br)cc1Br
  -4.4%, -20.7%, 22.2%, -13.7%, 23.5%, -5.5%, 0.0, i, 28.9%
> CCOc1ccc(N(CC(=O)NC2CCCCCC2)S(=O)(=O)c2ccccc2)cc1
  -23.1%, -2.6%, 0.4%, ?, 9.7%, 11.8%, i, i, -8.2%
> O=C(Cn1c(-c2cncs2)nc2ccccc21)NCCc1ccccc1
  -3.0%, 25.2%, -11.0%, 3.3%, 2.2%, 8.1%, -5.4, i, 15.5%
> CN(C)C(=O)COC(=O)/C=C/c1ccccc1[N+](=O)[O-]
  -2.0%, -1.3%, -4.6%, 7.3%, -5.0%, -2.1%, ?, i, 4.1%
> CCOc1ccccc1NS(=O)(=O)c1cc2[nH]c(=O)c(=O)[nH]c2cc1C
  ., 4.9%, ., 0.0%, ., ., ., i, 7.0%
> CCC(C)(C)C1CCc2c(sc(N)c2C(N)=O)C1 (stereo not drawn)
  0.6%, -13.8%, -2.5%, -7.3%, -9.9%, ?, -15.2, i, -29.5%
> Cc1cccc(C(=O)N[C@H](C(=O)Nc2ccc(C)c(S(=O)(=O)N3CCOCC3)c2)C(C)C)c1
  0.7%, -20.5%, -0.5%, 2.7%, -5.9%, 3.4%, -15.8, ?, 3.1%
> COC(=O)C1=C(C)NC(C)=C(C(=O)OC)C1C1CC=CCC1 (stereo not drawn)
  -4.7%, 32.7%, -2.6%, -6.4%, -10.7%, 9.4%, 4.1, i, ?
> O=C(NC(=S)Nc1ccc(Br)cn1)c1cccnc1
  0.2%, 49.1%[activator], 23.0%, 2.8%, 19.9%, -3.1%, 54.2, i, 4.5%
> COc1ccccc1C(=O)N/C(=C/c1ccccc1)C(=O)NC(CCSC)C(=O)O (stereo not drawn)
  -17.8%, 2.6%, 15.7%, -10.0%, 11.3%, -9.2%, 27.2, i, 14.0%
> CCCCCN(C(=O)CCC(=O)OCc1cccc(C)c1)c1c(N)n(CCCC)c(=O)[nH]c1=O
  10.5%, -2.2%, -0.1%, -1.0%, -14.9%, 1.3%, -0.8, i, -3.4%
> Cc1cc(NC(=O)CC(C)C)cc(-c2nc3ncccc3o2)c1O
  ., -0.7%, ., 0.0%, ., ., ., i, -0.8%
> CCCCN(C(=O)Oc1ccccc1)C1CCS(=O)(=O)C1 (stereo not drawn)
  -1.6%, ?, 13.9%, ?, -0.8%, -9.5%, 2.6, i, 15.2%
> COc1cccc(Oc2cn[nH]c2-c2ccc(OC)cc2O)c1
  ?, -10.9%, ?, ?, ?, ?, -17.9, i, ?
> Cc1cc(N/N=C/c2ccc(O)cc2)c2cccc(C)c2n1
  ?, ., ?, -4.7%, ?, ?, ?, ?, 8.3%
> CC(=O)Nc1cccc(C(=O)NCC2(N3CCCCC3)CCCCC2)c1
  ?, ., ?, -1.7%, 7.8%, -5.1%, 0.0, i, -1.0%
> COc1ccc(NC(=O)C2(C)Cc3c(-c4ccc5c(c4)OCO5)ccnc3O2)cn1 (stereo not drawn)
  ., -13.2%, ?, 11.6µM*, 2.91µM*, ., 31.4, ?, 5.8µM*
> Cc1cc(C)cc(NC(=S)N2CCN(c3ncc(C(F)(F)F)cc3Cl)CC2)c1
  ?, -1.9%, 11.7%, -4.1%, 15.7%, ?, 7.3, i, 18.7%
> Cn1cccc1C(=O)NCc1ccc(S(N)(=O)=O)cc1
  -2.3%, -1.2%, 0.2%, 13.1%, 5.2%, 14.0%, 16.3, i, -9.3%
> O=CNc1cc(-c2ccc(C(=O)NC3CC3)cc2)cn2c(-c3ccc(F)c(Cl)c3)cnc12
  ., 0.0%, ?, ?, ?, ., 0.0, i, ?
> COc1ccc(OC)c(NC(=O)NCCc2cccc(Cl)c2)c1
  0.3%, 2.5%, -10.7%, -17.9%, -12.9%, -3.1%, -0.3, i, 9.6%
> COc1ccc(-c2noc(CNS(=O)(=O)c3ccccc3)n2)cc1
  2.1%, 13.8%, -13.1%, -14.1%, -11.4%, 5.3%, 0.0, i, 3.5%
> CCCCOc1cccc(-c2nnc(NC(=O)CSc3ccc(C)cc3)s2)c1
  17.1%, -31.1%, 0.8%, 4.2%, 14.7%, 0.1%, 8.8, i, 0.0%
> CCOC(=O)/C(=N/Nc1ccccc1)N1CCCc2ccccc21
  0.8%, -5.2%, -10.1%, 16.4µM*, -0.7%, -32.9%[inhibitor], -9.2, i, -27.0%
> CC(=O)N1C(=O)C2(Nc3ccccc3N2)c2ccccc21
  -4.5%, -4.5%, 7.6%, -1.4%, 4.4%, 11.1%, 5.6, i, 12.2%
> CSCCC(NC(=O)COc1ccccc1)C(=O)N(C)Cc1c(F)cccc1Cl (stereo not drawn)
  ., ., -6.3%, ?, -4.3%, ., -5.6, ., 0.2%
> COc1cccc(/C=C2/Sc3ccc(C(=O)NCCN4CCCCCC4)cc3NC2=O)c1
  ?, ., ?, -15.0%, -16.4%, 20.6µM*, -27.3, ?, -16.7%
> O=C(O)c1n[nH]c2c1CC(C1CCCCC1)CC2 (stereo not drawn)
  ?, -1.2%, -17.8%, 2.1%, -0.1%, 6.1%, -9.8, i, -0.1%
> O=C(CSc1nnc(-c2ccc(Br)cc2)o1)Nc1cccc2ccccc12
  14.5%, 38.3%, -1.5%, -17.7%, 7.4%, ?, 17.7, i, -11.5%
> NCCNC(=O)c1c(NC(=O)c2ccccc2)sc2c1CCCC2
  0.2%, 13.3%, -22.7%, 52.2%, ?, -4.3%, -91.8*, i, -0.6%
> COc1cc(OC)c(-c2nc(-c3ccncc3)no2)cc1OC
  -13.0%, ., 2.7%, 14.2%, 2.5%, 8.6%, ., i, -23.0%
> CCC(=O)Nc1ccc(NCc2ccc(-c3ccccc3)cc2)cc1
  0.7%, -11.5%, -12.9%, -12.0%, -1.3%, 9.1%, ?, i, 25.6%
> Cc1ccc(OCC(=O)c2cc(C)n(CC(F)(F)F)c2C)c([N+](=O)[O-])n1
  ?, 5.8%, -8.6%, ?, ?, ?, 12.5, i, ?
> CN(C)CCCNC(=O)c1ccc(-c2nc(-c3ccc(Cl)cc3)cs2)cc1
  9.9%, ?, -25.9%, ?, ?, ?, -97.1*, 20µM*, ?
> COc1ccc(CC(=O)NC2CCN(CC(=O)N3CCCc4ccccc43)CC2)cc1OC
  1.7%, 0.7%, -6.1%, -28.0%, 4.2%, 15.4%, 29.7, i, -16.9%
> N#C/C(=C/c1cn(Cc2ccccc2Cl)c2ccccc12)C(=O)Nc1cccc(Cl)c1
  ., 7.4%, ., -19.6%, ., ., ., i, -23.9%
> O=C(c1nc2ccccn2c1CNCCCn1nnc2ccccc21)N1CCOCC1
  2.7%, ., -2.2%, 0.0%, 3.6%, -0.3%, 6.9, ?, 0.1%
> CC(NC(=O)c1cccs1)C(c1cccs1)N1CCOCC1 (stereo not drawn)
  ?, 5.7%, 0.6%, 0.3%, 13.4%, -4.0%, 0.0, i, 1.5%
> Cc1ccnc(NC(=O)CNC(=O)COc2ccccc2)c1
  7.4%, 28.8%, -3.3%, -5.8%, -2.9%, -2.6%, 28.0, i, ?
> Cc1ccc(C(=O)C(C)OC(=O)CNC(=O)c2ccc(Br)o2)cc1 (stereo not drawn)
  -84.6%[inhibitor], 1.8%, 4.8%, 6.5%, 7.2%, 4.9%, -9.3, i, 9.4%
> CCOC(=O)CSc1nc2ccccc2c(=O)n1CC1CCCC1
  ?, -8.2%, -2.5%, -6.0%, -4.6%, ?, -5.7, i, -5.4%
> CCOC(=O)C1(CCc2ccccc2)CCN(C(=O)C2=C(C)OCCO2)CC1
  2.6%, 10.2%, -6.4%, -8.2%, 1.3%, 10.8%, -14.4, i, -6.0%
> Cc1cccc(NC(=O)c2cc3c(=O)n4cccc(C)c4nc3s2)c1C
  ., 16.0%, ., ?, ., ., ., i, ?
> CCC(=O)N/N=C/c1ccc(-c2ccc([N+](=O)[O-])cc2)o1
  4.9%, 1.4%, -9.6%, -1.9%, -1.8%, 16.3%, -80.7*, i, 1.2%
> CCCCn1c(N)c(N(CCC(C)C)C(=O)c2[nH]c(C)c(C(=O)OCC)c2C)c(=O)[nH]c1=O
  ?, -9.5%, 3.1%, ?, 9.8%, 4.8%, 9.1, i, -3.7%
> Cc1ccc(CSCC(=O)NN=C2CCN(C)CC2)cc1
  1.3%, -3.2%, 5.7%, -2.4%, 11.8%, -95.9%[inhibitor], 0.0, i, 6.0%

# Limited to KB-3-1 tox, for some of the entries so far:
SMILES,KB-3-1 tox
CCOC(=O)CSc1nc2ccccc2c(=O)n1CC1CCCC1,-5.4%
CC(NC(=O)c1cccs1)C(c1cccs1)N1CCOCC1 (stereo not drawn),1.5%
